Screens (PubChem BioAssay)
NPYLR7 ag = mosquito NPYLR7 agonism | HEK293T NPYLR7/Galpha15, GCaMP6s calcium fluorescence | activation, % at 10 µM | 0.15% of 270,000 active | AID 1259423; in the data active means activation above about 40%;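 further: 0% = vehicle and 100% = reference agonist at the receptor; some compounds past the cut are filed as inactive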
mcGAS inh = mouse cGAS inhibition by luminescence; Q8C6L5; inhibition, % at 12.5 µM; 0.15% of 160,000 active; recombinant cGAS, Kinase-Glo ATP depletion luminescence;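 further: 0% = negative control wells and 100% = reference inhibitor with no enzyme activity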
hcGAS lum = human cGAS inhibition. inhibition, % at 12.5 µM. Q8N884. 0.081% of 290,000 active. recombinant h-cGAS, ATP depletion, Kinase-Glo luminescence. AID 1259398;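 further: 0% = vehicle reaction and 100% = reaction without DNA for no activity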
Target sequence (Q8N884 whole entry, looked up): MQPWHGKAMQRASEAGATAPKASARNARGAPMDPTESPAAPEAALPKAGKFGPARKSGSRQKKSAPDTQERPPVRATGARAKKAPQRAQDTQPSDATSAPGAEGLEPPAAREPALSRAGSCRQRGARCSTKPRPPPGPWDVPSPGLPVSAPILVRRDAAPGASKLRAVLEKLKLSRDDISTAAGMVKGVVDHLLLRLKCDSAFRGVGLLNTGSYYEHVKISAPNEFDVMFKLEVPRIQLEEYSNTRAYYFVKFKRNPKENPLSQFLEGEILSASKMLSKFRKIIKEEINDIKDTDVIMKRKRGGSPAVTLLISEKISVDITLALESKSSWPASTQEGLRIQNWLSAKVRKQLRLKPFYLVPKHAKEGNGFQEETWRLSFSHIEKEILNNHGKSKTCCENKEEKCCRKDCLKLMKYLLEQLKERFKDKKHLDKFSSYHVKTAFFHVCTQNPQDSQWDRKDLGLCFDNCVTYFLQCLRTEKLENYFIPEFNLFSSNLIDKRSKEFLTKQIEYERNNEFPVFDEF
Numbers without * were called inactive; . = no result given; & = joins results of further samples. Unless noted, no stated cut-off is given here; in the data, active means inhibition above about 40%; inactive means the rest. Rows are unselected (roughly 0.27% active in at least one column).

SMILES	NPYLR7 ag	mcGAS inh	hcGAS lum
Cc1ccc(CN(C)CCC(C)(C)O)c(C)c1F	4	-9	-8
COc1ccc(NC(=O)N2CCC(CCc3ccc(-c4ccccc4)cc3)CC2)cc1	1	-7	-6
COCCCN(CC(=O)N1CCc2sccc2C1c1ccc(OC)cc1)S(=O)(=O)c1ccc(F)cc1 (stereo not given)	-3	-5	-4
CCOC(=O)c1cc(-c2cccc(NC(=O)[C@@H]3C[C@H]3c3ccccc3)c2)n(-c2ccccc2OC)n1	16	-4	1
O=C(CCc1nc(-c2ccco2)no1)NC1C2CC3CC(C2)CC1C3 (stereo not given)	2	.	-8
Cc1noc(-c2cccnc2)c1C(=O)NCCCN1CCOCC1	17	-6	-5
C=CCn1c(=O)c2c(nc(-c3ccc(S(=O)(=O)O)cc3)n2C)n(C)c1=O	1	1	0
COc1cc2c(cc1CNCCNC(=O)c1ccc(C)c(F)c1)OC(C)C2 (stereo not given)	-1	-5	-6
CCOC(=O)c1cc(-c2cccc(OC)c2)n(-c2ccc(C(=O)NC3CCCc4ccccc43)cc2)n1 (stereo not given)	-1	-6	-4
CNC(=O)NC(=O)C(C)Sc1nnnn1-c1ccccc1 (stereo not given)	-2	1	-3
Cc1ccccc1CN(C)C(C)c1nc2scc(-c3ccco3)c2c(=O)[nH]1 (stereo not given)	0	-5	-4
CC(=O)N1CCOC(CNC(=O)CCc2cccnc2)C1 (stereo not given)	6	-10	-1
CCNC(=O)N(CCCOC)CC(=O)N(CCc1ccc(OC)c(OC)c1)Cc1ccc(C)o1	0	-5	-6
COc1cccc(CCn2ccnc2C2CCOC(C)(C)C2)c1 (stereo not given)	-1	-8	-1
Cc1c(CN(C)C)c2c(n1C)C(=O)c1ccc(Br)cc1-2	1	.	5
CC(=O)NC(C)c1cc2c(cc1Br)OCCO2 (stereo not given)	-1	.	-4
CCCC(O)(CCC)c1ccc(CN(Cc2ccc(OC)c(OC)c2)CC(C)C)o1	-9	-5	-2
CC(C)C(C)(C)c1cc2c(=O)c(-c3ccccc3)coc2cc1OCc1ccccc1	-12	0	1
Cn1c(SCC(=O)N2CCOCC2)nnc1-c1ccc(F)cc1	8	.	-5
CSc1ccccc1NC(=O)CCSc1nnnn1C1CCCC1	2	-15	-2
COC(=O)c1ccc(NC(=O)Cn2ncn3nc(-c4ccccc4)cc3c2=O)cc1	-10	-12	-7
COc1cc(S(=O)(=O)N2CCN(c3cccc(C)c3C)CC2)c(C)cc1C	-2	.	-2
CC(C)n1cnnc1CN(C)C(=O)CCc1nc(-c2ccccc2F)no1	2	-8	-4
CCOCCCn1ccnc1-c1cccnc1	8	.	2
CNc1nc(N2CC[C@@H](c3ccc4c(c3)OCO4)[C@H](O)C2)nc2c1CCC2	4	.	-8
Cc1nccn1-c1ccc(C(F)(F)F)cc1NC(=O)Nc1ccc(Cl)cc1	7	.	-9
Cc1cc(Br)c2[nH]c(O)c(N=Nc3cccc4cccnc34)c2c1	3	2	-3
C=CCOC(CN1CCN(C(=O)c2cc(C)on2)CC1)c1cccc(OC)c1 (stereo not given)	-3	-7	-7
COC(=O)CNC(=O)COc1ccc(OC)cc1	3	-3	0
CC(=O)Oc1c(-c2ccc(NC(=O)c3ccccc3Cl)cc2)c(-c2ccc3c(c2)OCO3)nn1-c1ccc(F)cc1	2	-6	-7
COCCNC(=O)C1CCCN(C2CCN(Cc3nnc(C)s3)CC2)C1 (stereo not given)	1	0	-1
O=C(CN1CN(c2ccccc2)C2(CCN(C(=O)c3ccccc3Cl)CC2)C1=O)NCc1cccc(C(F)(F)F)c1	8	-3	-4
Cc1ncsc1C(=O)N1CCCC(CCc2ccccc2C(F)(F)F)C1 (stereo not given)	5	.	-3
O=C(c1cccc(Cl)c1)N(Cc1cccnc1)c1nc2c(F)cccc2s1	-6	-9	-8
CC1(C)CC2C(O)c3cocc3CC(C)(O)C2C1 (stereo not given)	-11	2	1
Cc1cnc(C(=O)NC(c2ccc(F)cc2)C2CCCC2)cn1 (stereo not given)	0	.	-18
CC(C)Oc1ccc(Cl)cc1C(=O)NCc1cn2c(n1)CCCC2	-23&16	-17	0&-8
CCN(CC)Cc1n[nH]c(=S)n1N	2	-5	0
Cc1c(Cn2ccnc2-c2nc(C(C)C)cs2)cnn1C	.	-3	1
CCS(=O)(=O)c1ccc2c(c1)N1CCS(=O)(=O)N=C1O2	5	.	-1

Profiles from above. Order of screens: NPYLR7 ag	mcGAS inh	hcGAS lum
COC(=O)c1ccc(NC(=O)Cn2ncn3nc(-c4ccccc4)cc3c2=O)cc1 across the screens: -10	-12	-7
Cc1c(Cn2ccnc2-c2nc(C(C)C)cs2)cnn1C across the screens: .	-3	1
COC(=O)CNC(=O)COc1ccc(OC)cc1 across the screens: 3	-3	0
Cc1nccn1-c1ccc(C(F)(F)F)cc1NC(=O)Nc1ccc(Cl)cc1 across the screens: 7	.	-9
CCOCCCn1ccnc1-c1cccnc1 across the screens: 8	.	2

Additional records follow:
SMILES	NPYLR7 ag	mcGAS inh	hcGAS lum
COc1cccc(C(=O)NC(=NC(C)C)OCC(C)C)c1	20	-5	-7
COc1ccc(-c2nc3ccccc3c(=O)n2Cc2ccc(Cl)cc2)cc1F	6	-8	-9
CCOC(=O)c1ccc2c(c1)nc(SCc1cccc(OC)c1)n2Cc1cccc(F)c1	2	2	4
COc1ccc(N2CCC(Nc3nnc(C)c(C)c3C#N)CC2)cc1	-30	.	0
OCc1ccc(F)cc1Br	9	.	-6
CC(=O)N1CCC(N2CC[C@H](CO)[C@H](NC(=O)C3CC3)C2)CC1	.	-6	-8
CC(CCN1CCOCC1)NC(=O)CC1(O)CCCCC1 (stereo not given)	-6	-16	-9
CC(=O)c1cc(C(=O)N2CCC(n3cc(C(C)(C)O)nn3)CC2)cs1	3	.	-4
Cc1ccc(Cc2nsc(N3CCN(C(=O)Nc4cccc5ccccc45)C(C)C3)n2)cc1 (stereo not given)	-10	1	-3
Cc1noc(C)c1CC(C)C(=O)NS(=O)(=O)c1ccc(F)cc1 (stereo not given)	-20&-1	.	-10&-7
O=C(CCC(=O)c1ccc2c(c1)CCCC2)NC(c1nn[nH]n1)c1cc(F)ccc1F (stereo not given)	2	.	0
CN(C)n1c2c(c3oc(=O)cc(O)c3c1=O)CCCCC2	-12	.	-6
CCC(=O)N(C)c1ccccc1C(=O)NC(C)C(O)Cc1ccccc1 (stereo not given)	-5	.	0
CC(C)(C)c1ccc(C2=NC(=Cc3ccc4c(c3)OCCO4)C(=O)O2)cc1	10	.	-10
O=C(Nc1ccc(=O)n(Cc2ccc(Cl)c(Cl)c2)c1)c1cc2ccccc2c(=O)[nH]1	-1	-13	-4
Cc1ccc2[nH]c3c(c2c1)CC(NC(=O)C1CC=CCC1)CC3 (stereo not given)	.	-9	-11
CC(C)(C)C1CCC(C(=O)NCCc2noc(C3CCCO3)n2)CC1 (stereo not given)	.	-3	-4
CCOC(=O)C1=C(C)NC(SC)=NC1c1ccccc1 (stereo not given)	-7	-5	-1
Cc1cccc2c(=O)c(-c3cccc4ccccc34)c(N)oc12	3	.	3
CCC(OC1CCCC1)C(=O)N(C)CC(C)C#N (stereo not given)	1	.	-22
NC(=O)C(Cc1ccccc1)NC(=O)/C=C/c1c(F)cccc1F (stereo not given)	-5	.	3
O=c1oc2ccc(Br)cc2cc1-c1nnc(Nc2ccccc2)s1	-8	-6	-2
O=C(NCc1nnnn1-c1ccc(F)c(F)c1)c1ccc(F)c(F)c1	-1	-8	-7
Cc1cc(C(=O)N2CCOC(COCc3ccccc3F)C2)co1 (stereo not given)	6	-5	-4
CCC(Oc1ccccc1)C(=O)N1CCc2c(cnn2-c2ccc(S(C)(=O)=O)cc2)C1 (stereo not given)	7	.	-8
CC(NC(=O)C1CCCC1)C(=O)NCCCc1ccc(N(C)C)cc1 (stereo not given)	5	.	-14
COc1ccc(NC(=O)c2ccc(-c3cccc(Nc4ccc(Oc5ccccc5)cc4)n3)cc2)cc1	-7	-2	0
CC1=NCCN1S(=O)(=O)c1ccc(Cl)c([N+](=O)[O-])c1	-3	.	-1
COC(=O)CCC(=O)N1CCN(c2cc(S(=O)(=O)N(C)c3ccc(OC)cc3)ccc2OC)CC1	6	-2	5
CC1CN(C(=O)C(=O)NC(c2ccccn2)C(C)C)c2ccccc21 (stereo not given)	2	.	-13
COc1cccc(-c2nccn2CC2COc3ccccc3O2)c1OC (stereo not given)	6	.	-7
O=C(CN1C(=O)C2CC=CCC2C1=O)NC1CCCCC1 (stereo not given)	4	.	-6
CN(CCCN1C(=O)NC(C)(C)C1=O)Cc1ccc(C(F)(F)F)cc1	2	.	-9
CC(C)c1ccc2c(c1)CCC1C(C)(C(N)=O)CCCC21C (stereo not given)	-7	-5	-3
CN(C)CCCN1C(=O)C(=O)C(=C(O)c2ccc(Cl)cc2)C1c1ccc(F)cc1 (stereo not given)	5	-6	-3
Cc1ccc(CNC(=O)CNC(=O)c2ccc(F)cc2F)n1C	9	-11	-6
COc1ccccc1OCC(=O)N(CCn1cccn1)c1nc2c(Cl)cccc2s1	-18	-8	0
COCCN1CCCC2(CCN(C/C(C)=C/c3ccco3)C2)C1 (stereo not given)	3	.	-4
O=C(NC1CCN(C(=O)c2ccc3c(c2)OCO3)CC1)C1CC1	1	-6	-7
CSc1ccc(C2Nc3ccccc3N=C3CC(C)(C)CC(=O)C32)cc1 (stereo not given)	-1	-7	-8
COc1ccc(C2C3=C(CCCC3=O)OC(=N)C2C#N)cc1OC (stereo not given)	2	-2	1
CCC(CC)C(=O)N(C)c1c(C)nc2c(OCC(=O)N(C)C)cccn12	11	-4	-4
N#CC(=Cc1ccc(Br)c([N+](=O)[O-])c1)c1nc2ccccc2[nH]1	15	0	-2
CC1(C(=O)Nc2nccs2)CCN1C(=O)C1(c2ccc(Cl)cc2)CCC1 (stereo not given)	-2	-4	-6
CC(C)C1CN(c2ncccc2C(=O)N2CCCCC2)CCCN1CC1CC1 (stereo not given)	-2	.	-3
CC(C)CN(CCC(=O)O)c1nc(-c2ccccc2Cl)nc2ccccc12	-1	.	6
Cc1oc(C)c(C(=O)Nc2ccc(NC(=O)C3CC3)cc2)c1C	-1&10	.	-6&-7
O=c1cc(CNC(Cc2ccccc2)c2ccccc2)nc2ccc(Cl)cn12 (stereo not given)	0	.	-4
Cn1ccc(C(=O)NCc2nc(-c3cccc(F)c3)c(-c3ccccn3)[nH]2)n1	1	.	-1
Oc1[nH]c2ccccc2c1N=NC1=NCCC1	10	-6	-5
CCNC(=O)N1C[C@H]2C(=O)N(CC3CC3)C[C@@]2(C(=O)O)C1	0	.	-10
O=C(C1CC(=O)N(c2ccc(F)cc2)C1)N1CCN(c2ncnc3c2nnn3-c2ccccc2)CC1 (stereo not given)	-14	-2	-3
COc1ccc(/C=C2\C=C(c3ccccc3)N(c3ccc(C)cc3C)C2=O)cc1	-1	-3	-3
CC(C)(C)C1CCC(=O)[C@](C)(O)C1 (stereo not given in full)	1	.	-5
OCC(O)[C@@H](O)CO (stereo not given in full)	-9	.	-3
COc1cccc(OC)c1OCc1nc(C(=O)NCCc2ccccn2)cs1	21	-6	-5
COc1cccc(CC(=O)N2CCN(c3ccc(NC(=O)c4ccc(F)cc4)cn3)CC2)c1	-3	-7	-5
COc1ccc(N2C(=O)CCC(C(=O)OCc3cc(C)no3)C2c2ccccc2OC)cc1 (stereo not given)	1	.	3
C=CCN(C(=O)c1cnc(C(C)C)nc1C)C(C)C	18	.	-6
O=c1oc(-c2ccc([N+](=O)[O-])cc2)nc2ccccc12	1	-2	-2
(continued)
SMILES	NPYLR7 ag	mcGAS inh	hcGAS lum
CCCNC(=O)C1COC2(CCCCC2)N1C(=O)Cc1cccs1 (stereo not given)	-4	1	2
CN(C)C(=O)CN1C(=O)CC2(C1=O)C(=O)N(CCCN(C)C(=O)c1ccco1)c1ccccc12 (stereo not given)	-3	-4	-9
Cc1ccc(NC(=O)N(Cc2ccccc2)Cc2c(-c3ccc(F)cc3)noc2N2CCN(C)CC2)cc1	9	-6	-4
CC(c1ccccc1)n1nnnc1N1C[C@@H]2[C@H](C1)[C@H]1CC[C@@H]2O1 (stereo not given in full)	-3	0	-6
C/C=C/C(=O)N1CCC(c2nc(-c3ccc4c(c3)OCO4)no2)CC1	2	-5	-8
COc1cccc(Cn2c(=O)c(C(=O)N3CCN(C)CC3)nn(-c3cccc(OC)c3)c2=O)c1	-7	-6	-9
CN(C)CCNC(=O)[C@@]1(OCc2ccccc2C#N)CC(OCc2cccc(F)c2F)[C@H](O)[C@H](O)C1 (stereo not given in full)	7	-8	-1

Among those listed so far, 4 have a thiophene ring, fused or not:
SMILES	NPYLR7 ag	mcGAS inh	hcGAS lum
COCCCN(CC(=O)N1CCc2sccc2C1c1ccc(OC)cc1)S(=O)(=O)c1ccc(F)cc1 (stereo not given)	-3	-5	-4
Cc1ccccc1CN(C)C(C)c1nc2scc(-c3ccco3)c2c(=O)[nH]1 (stereo not given)	0	-5	-4
CC(=O)c1cc(C(=O)N2CCC(n3cc(C(C)(C)O)nn3)CC2)cs1	3	.	-4
CCCNC(=O)C1COC2(CCCCC2)N1C(=O)Cc1cccs1 (stereo not given)	-4	1	2
